RGS4 block: human RGS4 inhibition. P49798. HEK293 M3R/RGS4 inducible, Fluo-4 calcium flux; stronger effect = higher value; triggered by carbachol at its EC20. B-score at 10 µM. 310,000 tested, 0.45% active. AID 463165;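 active = B-score, a plate-corrected calcium signal, over three deviations above library mean, with baseline fluorescence within five deviations of library mean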;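 also: RGS4 expression induced by doxycycline in cells with stable M3 receptor; B-score is computed from the integrated fluorescence ratio over baseline after carbachol; higher B-score means a larger calcium signal and so more RGS4 inhibition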
Target sequence (P49798 whole entry, looked up): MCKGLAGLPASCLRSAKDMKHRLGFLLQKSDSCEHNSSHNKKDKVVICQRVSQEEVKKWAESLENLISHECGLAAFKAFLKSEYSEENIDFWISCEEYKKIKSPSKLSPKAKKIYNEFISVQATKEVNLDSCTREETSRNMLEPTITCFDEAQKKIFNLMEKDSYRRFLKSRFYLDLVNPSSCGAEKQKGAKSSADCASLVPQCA
MrgX1 antag: antagonists of human MrgX1 receptor; MRGX1-HEK293 calcium flux, Fluo-4, BAM8-22 antagonism; stronger effect = lower value; B-score at 10 µM; 310,000 tested, 1.3% active;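 active = calcium-response B-score plate-corrected more than 3 library SD below zero, starting fluorescence within 5 deviations, no agonist response on first addition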;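 also: peak minus trough fluorescence over baseline after final BAM8-22 challenge near maximal dose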
Target sequence (Q96LB2 whole entry, looked up): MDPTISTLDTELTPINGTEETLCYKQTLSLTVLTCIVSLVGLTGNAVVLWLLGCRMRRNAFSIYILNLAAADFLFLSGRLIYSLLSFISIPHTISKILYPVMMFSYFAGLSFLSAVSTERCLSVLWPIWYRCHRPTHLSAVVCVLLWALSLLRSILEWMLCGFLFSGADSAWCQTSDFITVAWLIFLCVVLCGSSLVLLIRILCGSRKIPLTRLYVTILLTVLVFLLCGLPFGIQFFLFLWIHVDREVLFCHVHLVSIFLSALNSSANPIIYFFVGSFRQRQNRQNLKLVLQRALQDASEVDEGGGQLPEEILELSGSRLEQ
TRPC6 inh: mouse TRPC6 channel inhibition | Q61143 | HEK293-TRPC6, membrane potential dye, ACh-evoked depolarization; stronger effect = lower value | B-score at 10 µM | 310,000 tested, 1.1% active | AID 2553;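 active = B-score under library mean minus 3 SD, initial fluorescence not abnormally high, positive integrated signal ratio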;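 also: B-score derived from integrated fluorescence ratio over the kinetic read; more negative B-score means stronger inhibition of depolarization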
RGS4 pot: RGS4 potentiation or activation | HEK293 M3R/inducible RGS4, carbachol calcium flux Fluo4; stronger effect = lower value | 310,000 tested, 0.92% active | B-score at 10 µM;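 active = B-score of the integrated calcium signal more than 4 SD below the library mean, with starting fluorescence not abnormally high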;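 also: negative B-score means reduced calcium response which marks RGS4 activation or potentiation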
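Test system: HEK293 cells with stable M3R and inducible RGS4; also added: carbachol at ECmax as muscarinic agonist stimulus; schedule: dye loading 30 min 37 °C, buffer rest 30 min RT; technique: kinetic calcium fluorescence imaging with Fluo4-AM dye, 2 µM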
TMEM16A inh: blocks the mouse calcium-activated chloride channel TMEM16A; HEK293 TMEM16A/YFP iodide influx fluorescence, ionomycin; normalized B-score (activity score, 25-100; higher = stronger inhibition) at 10 µM; 310,000 tested, 1.2% active;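 active = ratio plate-corrected score three or more library SD toward inhibition, starting fluorescence score within five deviations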;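 also: score derived from kinetic fluorescence span divided by baseline fluorescence per well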
ANO1 activ: activators or potentiators of mouse TMEM16A chloride channel; Q8BHY3; B-score at 10 µM; 340,000 tested, 0.3% active; HEK293 TMEM16A/YFP-H148Q/I152L, iodide quench fluorescence; stronger effect = lower value;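 active = fluorescence-ratio B-score plate-corrected deviation score at least 3 library SD below zero, with starting fluorescence score within 5 deviations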;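 also: channel opened by trigger with iodide after compound preincubation; score built on the fluorescence ratio of max minus min over baseline; more negative score means more quench and so TMEM16A activation or potentiation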
SKKanGAS inh: blocks kanamycin growth of S. pyogenes SKKanGAS strain | 300,000 tested, 1.3% active | AID 1662 | inhibition, % at 7.5 µM | BacTiter-Glo, 6 h;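 active = mean replicate score, as percent of positive control median, at least 50; inconclusive = mean below 50 but one replicate at or above 50; inactive = mean and every replicate below 50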;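 also: strain carries kanamycin resistance gene driven by streptokinase promoter and grows in 40 µg/ml kanamycin; loss of luminescence reflects streptokinase promoter inhibition or plain growth inhibition; 0% = median of DMSO wells and 100% = positive control at its reference dose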
MrgX1 allo act: allosterically activates human MrgX1 receptor signaling; MrgX1-HEK293, Fluo-4 calcium flux, FDSS; stronger effect = higher value; Q96LB2; B-score at 10 µM; 310,000 tested, 0.63% active;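 active = plate-corrected calcium response at least 3 library SD above typical, normal starting fluorescence, not activating the receptor alone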;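 also: compound read alongside a low EC10 to EC30 dose of BAM8-22 agonist; peak minus trough fluorescence over baseline measured at the second addition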
HDAC3 inh: inhibitors of human histone deacetylase 3 | O15379 | recombinant HDAC3, fluorogenic peptide/trypsin coupled, fluorescence | inhibition, % at 8.3 µM | 320,000 tested, 0.15% active | AID 2718; in the data active = inhibition above about 26%, passing the limit was not always enough; inconclusive = no clear call, values can overlap the other calls
Target sequence (O15379 whole entry, looked up): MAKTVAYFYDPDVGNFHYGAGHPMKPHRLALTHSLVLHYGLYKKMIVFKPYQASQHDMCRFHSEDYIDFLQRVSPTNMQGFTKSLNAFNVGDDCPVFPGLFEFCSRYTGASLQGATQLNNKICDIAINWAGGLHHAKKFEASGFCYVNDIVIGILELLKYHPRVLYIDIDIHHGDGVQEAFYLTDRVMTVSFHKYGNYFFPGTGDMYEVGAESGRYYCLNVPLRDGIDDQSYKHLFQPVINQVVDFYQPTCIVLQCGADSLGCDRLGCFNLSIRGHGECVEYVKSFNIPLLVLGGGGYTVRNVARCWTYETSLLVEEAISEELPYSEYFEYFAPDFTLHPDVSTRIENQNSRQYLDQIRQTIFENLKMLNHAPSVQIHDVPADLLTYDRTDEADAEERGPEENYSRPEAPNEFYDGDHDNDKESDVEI
MrgX1 ag: agonists of human MrgX1 receptor; 310,000 tested, 0.44% active; B-score at 10 µM; Q96LB2; MrgX1-HEK293 cells, Fluo-4 calcium fluorescence, agonist mode; stronger effect = higher value;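 active = calcium response B-score plate-corrected fluorescence ratio at least 3 library SD, with starting fluorescence B-score inside 5 SD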
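Material: MrgX1-expressing HEK293 cells / Dosing: compound as first of three additions / Incubation: overnight seeding, then 1 h dark dye loading / Signal: Fluo-4 NW calcium fluorescence / Evaluation: B-scored fluorescence response ratio / Benchmarks: positive and negative control wells on each plate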
TRPC6 activator: activates the mouse TRPC6 cation channel. Q61143. HEK293-TRPC6 membrane potential dye fluorescence; stronger effect = higher value. B-score at 10 µM. 310,000 tested, 0.13% active;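 active = B-score of the integrated fluorescence ratio above library mean plus 3 SD, and starting fluorescence ratio within library mean plus 5 SD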;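 also: higher score means more depolarization so channel activation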
The depositor's hits bear a star; i = inactive; ? = inconclusive; . = no result given.

SMILES	RGS4 block	MrgX1 antag	TRPC6 inh	RGS4 pot	TMEM16A inh	ANO1 activ	SKKanGAS inh	MrgX1 allo act	HDAC3 inh	MrgX1 ag	TRPC6 activator
CCOCCc1nnc(N)s1	i	i	i	i	i	i	-1	i	-4	i	i
COc1cc2c3c(c1)C(C)=CC(C)(C)N3C(=O)C2=O	i	i	i	i	i	i	-4	i	0	i	i
COc1ccccc1CNC(=O)CN(CCc1ccccc1)S(C)(=O)=O	i	i	i	i	i	i	-2	i	-1	i	i
Oc1ccc(N2CCN(C(c3cccs3)c3nnnn3CCc3ccccc3)CC2)cc1 (stereo not drawn)	i	i	i	i	i	i	8	i	19	i	i
CC(=O)c1c(C)[nH]c(C(=O)Nc2ccc(C)c(C)c2)c1C	i	i	i	i	i	i	0	i	-2	i	i
O=C1NC2=C(C(=O)CCC2)C(c2ccc(OC(F)F)cc2)N1 (stereo not drawn)	i	i	i	i	i	i	-5	i	-1	i	i
O=C(CSc1nccn1-c1ccccc1)NCc1ccc2c(c1)OCO2	i	i	i	i	i	i	1	i	-1	i	i
COc1cccc(-n2c(Cc3cc(=O)[nH]c(=O)[nH]3)nnc2SCC(=O)Nc2ccccc2)c1	.	i	.	.	i	i	.	i	-1	i	.
O=c1nc(SCc2c(F)cccc2Cl)nc(-c2ccccc2)[nH]1	i	i	i	i	i	.	47	i	-3	i	i
CC(C(=O)N1CCN(c2ccccc2)CC1)c1ccc([N+](=O)[O-])cc1 (stereo not drawn)	i	i	i	i	i	i	6	i	-1	i	i
CC(NC(=O)c1ccccc1F)c1nnc(SCC(=O)NC2CCCCC2)n1C (stereo not drawn)	i	i	i	i	i	i	-3	i	-1	i	i
Cc1ccc(OCC(=O)Nc2ccccc2-c2ccccc2)cc1	i	i	i	i	i	i	7	6.6*	-4	i	i
Cn1c(=O)c2sccc2n2c(CCCC(=O)Nc3ccc(F)cc3F)nnc12	i	i	i	i	i	i	-1	i	-2	i	i
CC1CCN(C(=O)C2CCN(c3ncnc4c3nc3n4CCCCC3)CC2)CC1	i	i	i	i	i	i	-7	i	-5	i	i
C/C(=N\OC(=O)c1ccc(OC(C)C)cc1)c1ccc(C)c(C)c1	i	i	i	i	i	i	19	i	-2	i	i
Cn1c(=O)c2c(nc(N3CCOCC3)n2CCNC2=NCCC2)n(C)c1=O	i	i	i	i	i	i	-5	i	0	i	i
COc1cccc(/C=N/n2cnc3cc(C)c(C)cc32)c1OC	i	i	i	i	i	i	1	i	15	i	i
CCOC(=O)c1[nH]c(C)c(C(=O)c2ccc(C)cc2)c1C	i	i	i	i	i	i	2	i	3	i	i
O=C(NCCC(=O)N1CCCC1)c1ccccc1Cl	i	i	i	i	i	i	4	i	8	i	i
O=C(NCc1cccnc1)c1cccs1	i	i	i	i	i	i	-2	i	-1	i	i
CN(Cc1cccc(F)c1)C(=O)c1ccc2c(=O)n3c(nc2c1)CCC3	i	i	i	i	i	i	14	i	-4	i	i
Cn1cnnc1SCC(=O)c1cc2ccccc2oc1=O	i	i	i	i	i	i	7	i	4	i	i
Cc1cccc(N2CCN(C(=O)C(Cc3ccccc3)n3cccc3)CC2)c1C (stereo not drawn)	i	i	i	i	i	i	15	i	0	i	i
COc1ccc(CCNC(=O)C2CCC(CNS(=O)(=O)c3ccc(F)cc3)CC2)cc1OC (stereo not drawn)	i	i	i	i	i	i	14	i	-2	i	i
O=C(O)CC(NC(=O)C1c2ccccc2Oc2ccccc21)c1ccc(Cl)cc1 (stereo not drawn)	i	i	i	i	i	i	-4	i	1	i	i
(listing goes on)
SMILES	RGS4 block	MrgX1 antag	TRPC6 inh	RGS4 pot	TMEM16A inh	ANO1 activ	SKKanGAS inh	MrgX1 allo act	HDAC3 inh	MrgX1 ag	TRPC6 activator
O=C(Nc1ccc(N2C(=O)C3C4C=CC(C4)C3C2=O)cc1)Nc1cccnc1 (stereo not drawn)	i	i	i	i	i	i	-2	i	-15	i	i
CN(CC(=O)NCc1ccc(F)cc1)Cc1cccc(Cl)c1	i	i	i	i	i	i	-2	i	2	i	i
COc1ccc(CC(=O)Nc2ccc(C(=O)Nc3ccccc3C(=O)O)cc2)cc1OC	i	i	i	i	i	i	6	i	2	i	i
COc1ccc(NC(=O)CSc2nnc(NC(=O)c3ccco3)s2)cc1OC	i	i	i	i	i	i	21	i	3	i	i
O=C1CC(c2ccco2)Cc2c1cnn2-c1nc2ccccc2s1 (stereo not drawn)	i	i	i	i	i	i	11	i	-3	i	i
CCN(CC)S(=O)(=O)c1ccc(C2=NOC3(C2)N(C)c2ccccc2C3(C)C)cc1 (stereo not drawn)	i	i	i	-8.4*	i	i	1	i	-3	i	i
CCOC(=O)N1CCN(C(=O)CSc2nc3c(cnn3-c3ccc(C)cc3)c(=O)[nH]2)CC1	.	i	.	.	i	i	8	i	-1	i	.
CCOC(=O)c1ccc(N2C(=O)CC(Nc3ccc(CCO)cc3)C2=O)cc1 (stereo not drawn)	i	i	i	i	i	i	0	i	-1	i	i
CCC(C(=O)O)n1nc(-c2ccccc2)c2cc(Cl)ccc21 (stereo not drawn)	i	i	i	i	i	i	14	i	-1	i	i
O=C(CCCCC(=O)Nc1ccccc1)Nc1ccccc1	i	i	i	i	i	i	-9	i	4	i	i
Cc1c(-n2c(O)c(C3=c4ccccc4=NC3=O)sc2=S)c(=O)n(-c2ccccc2)n1C	i	i	i	i	i	i	5	i	-4	i	i
CCN(CC)CCCN=Cc1c(O)n(-c2ccc(C)cc2)c(=O)c2ccccc12	i	i	i	i	i	i	0	i	3	i	i
Cc1cc(=O)[nH]c(SCC(=O)N2CCC(C(N)=O)CC2)n1	i	i	i	i	i	i	-3	i	-18	i	i
CC(OC(=O)Cn1nnc2ccccc21)C(=O)NC1CCCC1 (stereo not drawn)	i	i	i	i	i	i	-2	i	-2	i	i
CN(C)S(=O)(=O)c1ccc(S(=O)(=O)N2CCCC(C(=O)NC3CCCC3)C2)cc1 (stereo not drawn)	i	i	i	i	i	i	-9	i	-1	i	i
COc1ccc2[nH]c(=O)c(CN(C(=O)C(C)C)c3ccccc3OC)cc2c1	i	i	i	i	i	i	1	i	-1	i	i
Cn1c(N2CCN(C(c3ccccc3)c3ccccc3)CC2)nc2c1c(=O)[nH]c(=O)n2C	i	i	i	i	i	i	3	i	3	i	i
CC1CCc2c(sc3[nH]c(=S)n(C)c(=O)c23)C1 (stereo not drawn)	i	i	i	i	i	i	12	i	5	i	i
COc1ccc(CC(=O)NC(C)c2nnc(SCC(=O)Nc3ccccc3)n2C)cc1 (stereo not drawn)	i	i	i	i	i	i	2	i	1	i	i
CCOc1ccc(Cn2c(C)nc([N+](=O)[O-])c2SCC(O)CCl)cc1[N+](=O)[O-] (stereo not drawn)	i	i	i	i	i	i	1	i	21	i	i
CC(C)=NNC(=O)C1=NNC(=O)C1	i	i	i	i	i	i	4	i	1	i	i
C=CCc1cccc2cc(C(=O)NC3CCCC3)c(=O)oc12	i	i	i	i	i	i	5	i	5	i	i
COc1ccc(C2=NS(=O)(=O)N(C)C(C(=O)NCc3ccc4c(c3)OCO4)=C2)cc1	i	i	i	i	i	i	2	i	9	i	i
C/C(=N\NC(=O)c1nnn(-c2nonc2N)c1C(C)C)c1ccc2ccccc2c1	i	i	i	i	i	i	-1	i	0	i	i
COc1cc(OC)c(OC)cc1/C=N/n1c(COc2ccccc2)n[nH]c1=S	i	i	i	i	i	i	-4	i	3	i	i
Continued.
SMILES	RGS4 block	MrgX1 antag	TRPC6 inh	RGS4 pot	TMEM16A inh	ANO1 activ	SKKanGAS inh	MrgX1 allo act	HDAC3 inh	MrgX1 ag	TRPC6 activator
COc1ccc(OC)c(C2c3[nH]c4ccccc4c3C[C@H]3C(=O)N(CCCOC(C)C)CC(=O)N23)c1 (stereo partly drawn)	i	i	i	i	i	i	6	i	1	i	i
O=C(NNC(=O)c1sc2ccccc2c1Cl)Nc1ccc(Cl)cc1	i	i	i	i	i	i	3	i	-15	i	i
COC(=O)c1ccc2c(=O)n(Cc3ccco3)c(SCC(=O)Nc3ccc(C)c(Cl)c3)nc2c1	i	i	i	i	i	i	-2	i	-13	i	i
O=C(CN1C(=O)NC2(CCCC2)C1=O)NNC(=O)c1ccccc1	i	i	i	i	i	i	-15	i	3	i	i
O=C(CCC1CCCC1)NCCS(=O)(=O)N1CCN(c2ccccc2)CC1	i	i	i	i	i	i	-2	i	7	i	i
COc1cc2c(cc1OC)C(=O)CCS2	i	i	i	i	i	i	-6	i	-10	i	i
Cc1ccc(C)c(-n2cc(-c3ccc(Cl)cc3)nc2SCC(=O)NC2CCS(=O)(=O)C2)c1 (stereo not drawn)	i	i	i	i	i	i	1	i	4	i	i
CN(C)CCCN(C(=O)c1cc(-c2cccs2)nc2ccccc12)c1nc2ccc(F)cc2s1	i	i	i	i	i	i	11	i	.	i	i
O/N=C/c1cccnc1Sc1ccccc1	i	i	i	i	i	i	-2	i	3	i	i
Cc1ccccc1C(=O)O/N=C(\N)c1cccc([N+](=O)[O-])c1	i	i	i	i	i	i	-1	i	2	i	i
Clc1ccc(-c2nn3c(-c4ccccc4)nnc3s2)cc1	i	i	i	i	i	i	-2	i	?	i	i
CC(=O)O[C@H]1CC[C@@]2(C)C(=CC[C@H]3[C@@H]4CC[C@H](C5(C)OCCO5)[C@@]4(C)CC[C@@H]32)C1	i	i	i	i	i	i	4	i	-2	i	i
Cc1ccc(S(=O)(=O)N2CCC(C(=O)N3CCC[C@H]3C(=O)NCC(C)C)CC2)cc1	i	i	i	i	i	i	2	i	-5	i	i
CC(C)CCn1c(NCCN(C)C)nc2c1c(=O)[nH]c(=O)n2C	i	i	i	i	i	i	1	i	-12	i	i
Cc1cc(C)n(C(C)CC(=O)N2CCc3ccccc32)n1 (stereo not drawn)	i	i	i	i	i	i	-10	i	-1	i	i
CCC(C)(C)C1CCc2[nH]nc(C(=O)O)c2C1 (stereo not drawn)	.	i	.	.	i	i	.	i	1	i	.
O=C(NC(=S)Nc1ccc(N2CCCCC2)c(Cl)c1)c1ccc2c(c1)OCCO2	i	i	i	i	i	i	11	i	2	i	i
CC(C)COP(=O)(OCC(C)C)C(O)c1ccc(F)cc1 (stereo not drawn)	i	i	i	i	i	i	5	i	-8	i	i
COC(=O)c1ccccc1Nc1ccnc(Cl)n1	i	i	i	i	i	i	-1	i	-7	i	i

Bioassay records as filed in PubChem BioAssay.
